Screens from PubChem.
GSIS activator = GLuc luminescence reporter in INS-1E cells, primary screen for activators of glucose-dependent secretion of insulin. INS-1E GLuc reporter insulin secretion, 2-3 h. activation, % at 16.6 µM. 370,000 compounds, 0.61% hits;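 active = lowest replicate activation of at least 40%, so every replicate reaches that level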;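 note: 0% = median of neutral control wells and 100% = median of IBMX positive control wells; some compounds called inactive have numbers as strong as hits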
EWS-Fli block = inhibitors of EWS/Fli oncoprotein transcriptional activity; A673 NR0B1-luciferase reporter, viability-normalised; inhibition, % at 12.6 µM; 350,000 compounds, 0.67% hits;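 active = mean inhibition of at least 50% after viability correction, with every replicate also passing that limit; inconclusive = mean reaches 50% but only one of two replicates passes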;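 note: firefly luciferase signal divided by Alamar Blue viability fluorescence both relative to DMSO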
DENV2 CPE = DENV2-induced cell death inhibition; 350,000 compounds, 1.7% hits; DENV2-infected cells, cytopathic effect rescue, plate reader; CPE inhibition, % at 9.99 µM; in the data active = CPE inhibition above about 20%, passing the limit was not always enough; inconclusive = no clear call, values can overlap the other calls; tested in BHK-21 cells;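 note: 0% = median of neutral control wells and 100% = median of positive control wells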
FN deposit inh = fibronectin deposition inhibition | AH1F fibroblasts, Alexa488-fibronectin deposition fluorescence, overnight | inhibition, % at 12.6 µM | 350,000 compounds, 0.086% hits | AID 743247;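 active = mean inhibition across replicates of 30% or more, regardless of how many single replicates reach that level; inconclusive = mean under 30% yet at least half of replicates reach 30%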;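 note: positive control wells lacked labelled fibronectin entirely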
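Assay system: AH1F fibroblast monolayer, labelled fibronectin deposition. Amount: 10000 cells per well. Also added: labelled fibronectin 24 nM. Compound: single-point pinned compound. Incubation: cell attachment 1 h, compound and FN exposure overnight. Detection: fluorescence after three HBSS washes, excitation 485 nm, emission 525 nm. Read-out: inhibition of fibronectin deposition signal.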
miR122 inh = miR-122 inhibition in Huh7 cells | Huh7 miR-122 Renilla luciferase sensor, 48 h; neutral wells = 0, positive control = 100 | activation (reporter increase), % at 12.5 µM | AID 602342 | 340,000 compounds, 0.3% hits;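 active = mean replicate activation score at least 90 and every replicate individually at or above 90; inconclusive = only one of the two criteria met; inactive = neither criterion met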;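 note: higher luciferase means less miR-122 activity so hits act as miR-122 inhibitors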
PAX8 inh HTS = inhibitors of PAX8 transcriptional activity in RMG-I cells; RMG-I TPO-luciferase reporter, SteadyGlo, 24 h; 360,000 compounds, 1.2% hits; inhibition, % at 12.6 µM;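 active = mean replicate inhibition at least 60% with every replicate also reaching 60%; inconclusive = only one of the two criteria is met; inactive = mean below 60% and not all replicates reaching 60%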;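 note: luciferase light reporting Pax8 driven TPO promoter activity; plate controls were median of neutral control wells for no effect and mitoxantrone controls for full effect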
F508del corr = correctors of CFTR F508del function in bronchial epithelial cells | CFBE cells, YFP halide quenching; stimulated with forskolin plus potentiator P3; % fluorescence drop versus neutral controls | activity (quench increase), % at 7.58 µM | 350,000 compounds, 0.36% hits;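 active = mean added fluorescence quench of at least 8% versus neutral control, with both replicates also reaching 8%; inconclusive = only one of the mean or replicate conditions met; inactive = mean below 8% and not both replicates reaching 8%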;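 note: cells transiently co-express mutant CFTR-F508del with the halide-sensitive YFP; corrector assay measuring rescue of mutant channel to the surface after 24 h compound exposure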
* hit, by the source's call; ? = inconclusive; · = not tested or not shown; [ ] = dose if it differs, or a comment. Outcome played no part in choosing rows, and some 3.9% of all compounds hit somewhere here.

#	Structure	GSIS activator	PAX8 inh HTS	DENV2 CPE	EWS-Fli block	F508del corr	FN deposit inh	miR122 inh
1	CCc1ccc(N2C(=O)CN(CC(=O)OC)C2=S)cc1	-9.7	1.0	-5.1	0.5	-2.0	-0.3	·
2	C[C@@H]1CN([C@@H](C)CO)C(=O)c2cc(NC(=O)c3ccccc3)ccc2O[C@@H](C)CCCCO[C@H]1CN(C)Cc1ccccc1	-12.1	2.3	-3.4	5.4	-2.0	5.2	0.3[16.7 µM]
3	O=C(CN1CCCCC1)Nc1scc2c1c(=O)oc1ccccc12	·	24.0	12.3	-45.2	-2.0	10.4	-3.5
4	CCn1cc(/C=N/NC(=O)COc2cccc3cccnc23)c2ccccc21	7.4	8.8	·	·	·	6.0	·
5	CC(=O)c1ccccc1OC(=O)CCN1C(=O)c2ccccc2C1=O	17.7	-11.9	1.1	2.9	1.5	9.8	·
6	COc1ccc(NC(=O)Nc2ccc3c(c2)C(=O)N([C@@H](C)CO)C[C@H](C)[C@@H](CN(C)CC2CC2)OCCCC[C@H](C)O3)cc1	0.9	-10.2	15.0	·	0.1	-2.5	3.0[16.7 µM]
7	COC(=O)c1ccc(/C=C/C(=O)OCC(=O)Nc2cc(C)on2)cc1	15.3	4.6	-2.1	3.9	1.6	3.7	-4.4
8	c1csc(-c2nc(CN3CCSCC3)cs2)c1	-3.3	-26.2	-5.2	23.6	-1.5	4.2	-7.0
9	O=C(C[C@@H]1C[C@H]2c3cc(NC(=O)NC4CCCCC4)ccc3O[C@H]2[C@H](CO)O1)NCc1cccnc1	17.8	14.5	13.7	-2.2	0.5	·	-4.6[16.7 µM]
10	CCOc1ccc(N2C(=O)CC(Sc3n[nH]c(-c4ccccc4)n3)C2=O)cc1 (configuration not stated)	-8.1	-5.4	16.2	-3.2	-0.3	-13.3	·
11	C[C@@H]1CN([C@@H](C)CO)C(=O)c2cc(NS(=O)(=O)c3cn(C)cn3)ccc2O[C@@H](C)CCCCO[C@H]1CN(C)S(=O)(=O)c1ccc(Cl)cc1	-7.2	-11.4	2.8	-20.1	0.5	·	1.3[16.7 µM]
12	FC(F)Sc1ccc(-n2cc(-c3ccc(Cl)cc3)[n+]3c2CCC3)cc1	9.7	38.9	·	·	·	-0.4	·
13	Cc1ccc(C(=O)N2Cc3ccccc3CC2C(=O)O)cc1 (configuration not stated)	0.1	·	-0.7	-3.7	0.8	·	-1.9
14	Cc1ccc(C(=O)NC(=S)NCc2cccnc2)cc1	14.6	-16.7	?	-13.0	-1.5	-2.2	-1.0
15	C/C=C(\CS(=O)(=O)c1ccccc1)S(=O)(=O)c1ccccc1	·	-15.0	·	·	·	-1.0	19.6
16	COc1ccc(-c2nc3cc(C)c(Br)c(C)n3c2CC(C)(C)C)cc1OC	-26.1	11.6	-8.6	13.5	0.2	-2.6	2.1
17	O=[N+]([O-])c1cc(Cl)ccc1-c1nc(-c2ccccc2)no1	-12.9	-78.9	·	·	·	4.1	·
18	CN(C)/C(CN1CCCCC1)=C1\N=C(c2ccccc2)OC1=O	-5.9	·	6.5	0.3	-1.5	·	6.2
19	CCCNc1nc(C)cc(-c2cc(-c3ccccc3)on2)n1	4.3	-30.0	5.8	-16.0	4.1	-4.6	-0.2
20	Cc1noc(C)c1NC(=O)Nc1ccc2c(c1)C(=O)N([C@@H](C)CO)C[C@@H](C)[C@H](CN(C)C(=O)Nc1ccc3c(c1)OCO3)OCCCC[C@@H](C)O2	3.2	·	8.9	-9.5	-0.2	-12.0	5.5[16.7 µM]
21	CCc1ccccc1NC(=O)CSc1n[nH]c(C)c1[N+](=O)[O-]	13.1	0.7	·	·	·	-0.7	·
22	COc1ccccc1OCCNC(=O)c1ccco1	9.1	-2.2	7.0	4.0	-0.7	1.8	-4.1
23	Cc1cnc(C(=O)OC(C(=O)Nc2cc(C(F)(F)F)ccc2Cl)c2ccccc2)cn1 (configuration not stated)	-6.7	-10.4	-1.1	4.5	1.4	-3.9	-4.3
24	CC(C)CNc1ncnc2[nH]ncc12	29.8	-7.3	4.2	-8.8	-0.5	-6.0	0.6
25	CCNC(=O)[C@H]1[C@H](CO)[C@H]2Cn3c(ccc(C4=CCCC4)c3=O)[C@@H]1N2Cc1cccnc1	-0.1	-9.2	7.6	-4.0	-0.1	·	-4.1[16.7 µM]
26	O=C(Cn1cnc2c(cnn2-c2ccccc2)c1=O)c1ccc(Cl)cc1	18.1	-5.1	-4.1	-12.8	0.2	-8.8	-2.0
27	Cc1ccc(-c2ccc([C@@H]3[C@H]4CN(S(=O)(=O)c5cccc(C)c5)CCCCN4[C@H]3CO)cc2)cc1	·	3.9	-6.5	-7.1	1.0	·	8.6[16.7 µM]
28	CCNC(=O)Nc1ccc2c(c1)c(=O)n(C)n2Cc1ccc(Cl)cc1	-12.9	-17.8	-8.1	-12.6	-1.2	1.8	-2.2
29	N#C[C@@H]1[C@H](c2ccc(-c3cccc(F)c3)cc2)[C@@H](CO)N1C(=O)NC1CCCC1	-20.0	0.0	-16.2	-9.0	-8.1	0.6	·
30	O=S1(=O)CCN(OCc2ccc(Cl)cc2)CC1	-3.5	7.3	-3.8	-2.0	-0.5	1.4	·
31	CN(C)CC(C)(C)CNC(C(=O)Nc1ccc(Cl)cc1C(F)(F)F)c1ccccc1 (configuration not stated)	-27.6	11.4	·	-0.2	0.3	2.9	·
32	CC1(C)CC(=O)C2=C(C1)Nc1ccccc1NC2c1ccc(F)cc1 (configuration not stated)	-3.2	3.5	-0.3	9.7	-0.7	-1.9	·
33	CN(C)S(=O)(=O)c1ccc(C(=O)N2CCOCC2)cc1	·	18.2	·	·	·	-13.6	-3.9
34	CC(C)C(=O)Nc1ccc2c(c1)C(=O)N(C)[C@@H]1CC[C@H](CC(=O)NCCc3ccccc3)O[C@@H]1CO2	-1.9	31.4	0.2	-0.2	2.6	-1.2	-23.3[16.7 µM]
35	C[C@H]1CN([C@@H](C)CO)C(=O)Cc2cc(NC(=O)CCCCCC(=O)Nc3ccccc3N)ccc2O[C@@H]1CN(C)S(=O)(=O)c1cccs1	3.5	3.0	-3.4	-5.3	-10.3	-5.1	-2.3[16.7 µM]
36	C(=C\c1ccccc1)/CN1CCN(C(c2ccnc3ccccc23)c2nnnn2C2CCCCC2)CC1 (configuration not stated)	-47.4	10.3	1.7	1.8	-1.3	7.9	-3.8
37	COc1ccc(CCNC(=O)CC2SC(=NCc3ccccc3OC)NC2=O)cc1 (configuration not stated)	-6.8	11.8	-3.1	7.1	-0.4	·	·
38	COc1ccccc1C(=O)NC(=O)COC(=O)c1cc[n+]([O-])cc1	10.4	2.0	-4.9	2.0	-1.2	·	0.7
39	COc1ccc(C(=O)Nn2cnnc2)cc1OC	-1.5	8.7	-1.0	6.5	-0.5	-10.0	·
40	CCN(c1ccccc1)S(=O)(=O)c1ccc(C(=O)NCc2ccco2)cc1	·	·	·	7.9	2.2	·	2.0
41	COC(=O)[C@H](CC(C)C)NC(=O)NCCCc1ccccc1	11.8	0.0	·	·	·	2.4	6.0
42	CC1CN(C(=O)c2cccc(S(=O)(=O)N3CCN(c4ccccc4)CC3)c2)CC(C)O1 (configuration not stated)	-16.4	17.5	-2.6	6.4	-2.4	-10.2	-7.6
43	COc1cccc(C(=O)OCC(=O)NC(=O)NC2CCCC2)c1O	6.4	9.4	-6.8	5.1	-0.6	-1.5	·
44	O=C(O)/C=C/C(=O)Nc1ccc(OC(F)F)cc1	-6.5	-7.1	12.5	5.3	-0.7	-14.2	-1.9
45	Cc1ccc(NC(=O)NCCN2CCCCC2)cc1C	1.1	-13.1	7.8	-12.1	1.8	6.1	-1.2
46	CC1CCN(CCOCCOc2ccccc2Br)CC1	13.6	10.4	4.2	13.6	·	-2.9	·
47	O=C(Nc1ccc(C(F)(F)F)cc1)N[C@H]1C=C[C@H](CC(=O)N2CCCCC2)O[C@@H]1CO	7.6	7.3	-3.2	-8.2	1.0	-0.5	2.8[16.7 µM]
48	[O-]/C(=C(\C(=S)Nc1ccccc1F)[n+]1ccccc1)c1ccc(OC(F)F)cc1	3.0	0.2	-1.3	0.5	3.7	4.8	10.4
49	O=C(C1=C[C@@H](c2ccc(C(F)(F)F)cc2)C[C@@H](OCCCCO)O1)N1CCN(Cc2ccccc2)CC1	·	-1.6	-7.4	-2.8	-3.1	2.2	-6.6
50	O=C(Cc1nc(-c2cnccn2)no1)NNC(=O)Nc1ccccc1	·	-36.4	0.9	5.2	-2.5	-8.9	·

(more compounds)
#	Structure	GSIS activator	PAX8 inh HTS	DENV2 CPE	EWS-Fli block	F508del corr	FN deposit inh	miR122 inh
51	COc1ccc(S(=O)(=O)N(C)C[C@H]2OCCCC[C@H](C)Oc3ccc(NC(=O)Cc4ccccc4)cc3C(=O)N([C@H](C)CO)C[C@H]2C)cc1	-7.7	2.5	3.0	13.9	-2.6	-3.0	-2.5[16.7 µM]
52	Cc1c(C(=O)Nc2ccccc2)csc1-c1ccccc1	-7.1	-79.2	·	·	·	-2.1	1.2
53	C[C@@H]1CN([C@@H](C)CO)C(=O)Cc2cc(NC(=O)C3CCCCC3)ccc2O[C@H]1CN(C)C(=O)NC1CCCCC1	-6.5	4.1	-7.0	2.3	-2.6	·	6.7[16.7 µM]
54	O=C(C1=NN[C@@H]2C(=O)N(c3ccccc3C(F)(F)F)C(=O)[C@H]12)c1cnccn1	6.0	6.6	-0.7	-10.6	-0.8	5.9	·
55	N/C(=N\OC(=O)CCCOc1ccccc1)c1ccccc1	0.1	9.5	·	3.1	-1.5	·	·
56	CC(=O)N1CCC(=NNC(=O)CSc2cc(C)c(Br)cc2C)CC1	-2.9	1.7	10.9	-1.5	·	-8.5	-5.0
57	OC1(CNCc2ccccc2)C2CC3CC(C2)CC1C3 (configuration not stated)	12.4	-27.3	13.3	-2.9	1.3	-0.5	·
58	CC(Oc1ccc(Br)cc1)C(=O)Nc1cc(S(=O)(=O)N2CCOCC2)ccc1N1CCCC1 (configuration not stated)	-40.8	-8.0	4.7	11.9	0.8	4.1	·
59	Cc1[nH]c2ccccc2c1SCc1nnc(SCc2ccc(Cl)cc2)n1C	-2.6	20.9	-5.7	17.2	-2.4	-18.8	1.7
60	Nc1nccc(-c2cccs2)n1	0.6	-15.3	5.1	-3.8	-4.3	·	·
61	CCCN(CC(=O)Nc1cc(Cl)ccc1Cl)C(=O)c1ccccn1	-11.2	11.6	5.3	2.5	1.2	-0.8	-4.8
62	CCCCC(=O)NC1(C(F)(F)F)NC(=O)N(Cc2ccccc2)C1=O (configuration not stated)	-18.3	-8.1	4.0	-2.7	4.1	-1.3	0.2
